From PubChem BioAssay
CHRM4 antagonist = human M4 muscarinic receptor antagonists, primary screen, CHO cells, Fluo-8 calcium fluorescence | CHO-hM4 cells, ACh EC80 | AID 624125, 2012 | hit rate 0.73% among 360,000 | inhibition, % at 3 µM;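 active = inhibition above its plate's cutoff, the mean inhibition of sample wells plus 3 SD, cut at about 27% in these data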;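 also: 0% = acetylcholine EC80 with DMSO and 100% = DMSO without agonist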
Target sequence (P08173 whole entry, looked up): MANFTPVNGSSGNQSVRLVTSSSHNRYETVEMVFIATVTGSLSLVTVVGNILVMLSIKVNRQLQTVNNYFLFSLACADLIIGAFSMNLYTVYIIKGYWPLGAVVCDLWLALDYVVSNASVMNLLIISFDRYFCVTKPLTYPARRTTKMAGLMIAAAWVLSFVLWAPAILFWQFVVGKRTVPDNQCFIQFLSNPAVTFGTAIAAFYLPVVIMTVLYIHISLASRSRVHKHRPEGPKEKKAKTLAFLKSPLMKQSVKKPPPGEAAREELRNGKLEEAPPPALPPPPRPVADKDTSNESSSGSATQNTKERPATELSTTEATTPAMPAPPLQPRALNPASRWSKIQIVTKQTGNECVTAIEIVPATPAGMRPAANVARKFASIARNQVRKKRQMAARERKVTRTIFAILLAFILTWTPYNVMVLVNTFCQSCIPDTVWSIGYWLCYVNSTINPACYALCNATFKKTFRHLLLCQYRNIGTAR
CHRM1 PAM = human M1 muscarinic receptor positive allosteric modulators, primary screen, CHO-K1 cells, Fluo-8 calcium fluorescence, 1536-well; Muscarinic acetylcholine receptor M1 (Homo sapiens), P11229; CHO-K1 hM1, ACh EC20; 0% = ACh EC20, 100% = maximal ACh; activation, % at 3 µM; hit rate 0.088% among 360,000; AID 588819, 2011; in the data active = activation above about 19%, passing the limit was not always enough
Target sequence (P11229 whole entry, looked up): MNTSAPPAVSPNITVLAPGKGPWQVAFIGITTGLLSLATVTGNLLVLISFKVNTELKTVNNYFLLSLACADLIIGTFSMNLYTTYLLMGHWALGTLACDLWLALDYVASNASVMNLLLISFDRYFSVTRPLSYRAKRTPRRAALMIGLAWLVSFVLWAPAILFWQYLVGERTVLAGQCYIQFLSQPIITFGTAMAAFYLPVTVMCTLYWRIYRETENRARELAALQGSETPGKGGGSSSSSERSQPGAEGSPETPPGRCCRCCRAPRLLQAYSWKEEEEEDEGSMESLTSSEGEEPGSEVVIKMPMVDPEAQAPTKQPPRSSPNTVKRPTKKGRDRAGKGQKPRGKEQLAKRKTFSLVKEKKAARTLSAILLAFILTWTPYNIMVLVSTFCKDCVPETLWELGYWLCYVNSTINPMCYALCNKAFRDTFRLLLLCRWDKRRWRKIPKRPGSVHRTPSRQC
CRFBP-R2 agonist = agonists of CRF-BP/CRF-R2 complex, primary screen, cell-based, HEK293, calcium dye fluorescence, uHTS; CRF-binding protein / CRF receptor 2 complex (human); calcium dye fluorescence (FLIPR); percent of saturating CRF peptide response; activation, % at 13.2 µM; hit rate 0.46% among 350,000; AID 588473, 2011;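 active = activation of at least 50%, plus an integration ratio under a set limit after plate pattern correction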;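 also: plate controls were neutral control wells without compound for no effect and CRF at EC100 for full effect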
M5 antag = human M5 muscarinic receptor antagonists, primary screen, CHO cells, Fluo-8 calcium fluorescence | inhibition, % at 3 µM | CHO-hM5 cells, ACh EC80 | Muscarinic acetylcholine receptor M5 (Homo sapiens), P08912 | hit rate 0.59% among 360,000 | AID 624040, 2012;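 active = inhibition above a per-plate cutoff, the mean of that plate's test compounds plus 3 SD, cut at about 27% in these data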;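 also: 0% = acetylcholine EC80 with DMSO and 100% = DMSO without agonist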
CHRM1 antagonist = human M1 muscarinic receptor antagonists, primary screen, CHO-K1 cells, Fluo-8 calcium fluorescence, 1536-well; Muscarinic acetylcholine receptor M1 (Homo sapiens), P11229; CHO-K1 hM1, ACh EC80 antagonist; inhibition, % at 3 µM; hit rate 1.3% among 360,000; AID 588852, 2011;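 active = percent inhibition above its own plate's cutoff, namely the mean of that plate's compound wells plus 3 SD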;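 also: peak over basal fluorescence ratio during 140 s after agonist addition; 0% = ACh EC80 plus DMSO and 100% = DMSO alone without agonist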
CHRM4 agonist = human M4 muscarinic receptor agonists, primary screen, CHO-K1 cells, Fluo-8 calcium fluorescence | Muscarinic acetylcholine receptor M4 (Homo sapiens), P08173 | CHO-K1 hM4/Gqi5; vehicle 0%, full acetylcholine response 100% | activation, % at 3 µM | hit rate 0.14% among 360,000;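 active = activation above the run mean over all test wells plus 3 SD, cut at about 32% in these data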;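 also: peak over basal fluorescence ratio per well then scaled between controls; 0% = DMSO wells and 100% = acetylcholine at EC100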
M5 PAM = human M5 muscarinic receptor positive allosteric modulators, primary screen, CHO-K1 cells, Fluo-8 calcium fluorescence; Muscarinic acetylcholine receptor M5 (Homo sapiens), P08912; CHO-K1 hM5, ACh EC20 PAM; 0% = ACh EC20, 100% = ACh EC100; activation, % at 3 µM; hit rate 0.3% among 360,000; AID 624038, 2012;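 active = activation above the run cutoff, the mean activation of all test compounds plus 3 SD, cut at about 18% in these data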
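Assay system: CHO-K1 hM5 cells. Also added: acetylcholine at EC20 concentration, added after compound. Dosing: 3 µM, single dose. Times: compound preincubation 140 s before EC20 acetylcholine addition. Signal: Fluo-8 calcium fluorescence. Measure: % activation relative to EC20 and EC100 ACh responses. Repeats: singlicate, one well per test compound.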
M5 ag = human M5 muscarinic receptor agonists, primary screen, CHO-K1 cells, Fluo-8 calcium fluorescence; Muscarinic acetylcholine receptor M5 (Homo sapiens), P08912; CHO-K1 hM5 cells; 0% DMSO wells, 100% maximal acetylcholine response; activation, % at 3 µM; hit rate 0.19% among 360,000;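 active = activation above the run's mean over test compounds plus 3 SD, cut at about 23% in these data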;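 also: signal is peak over basal fluorescence ratio across the kinetic read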
M4 PAM = human M4 muscarinic receptor positive allosteric modulators, primary screen, CHO-K1 cells, Fluo-8 calcium fluorescence | Muscarinic acetylcholine receptor M4 (Homo sapiens), P08173 | CHO-K1 hM4/Gqi5, ACh EC20; 0% = ACh EC20, 100% = maximal ACh | activation, % at 3 µM | hit rate 0.4% among 360,000 | AID 624126, 2012;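 active = activation above its plate's cutoff, the mean activation of sample wells plus 3 SD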; also: some results filed as inactive read as strong as hits
* = called active by the depositor; . = no result given.

structure	CHRM4 antagonist	CHRM1 PAM	CRFBP-R2 agonist	M5 antag	CHRM1 antagonist	CHRM4 agonist	M5 PAM	M5 ag	M4 PAM
Cc1nc2ccccc2n1CC(=O)N/N=C/c1cccs1	-2	5	-3.0	0	-2	3	0	1	-1
CCCn1c(N)c(C(=O)CSc2nnc3n2CCCCC3)c(=O)n(C)c1=O	-2	1	0.1	9	6	1	8	1	-1
CC1(C)Oc2ccc3ccc(=O)oc3c2/C(=C/Nc2ccccc2)C1=O	12	3	-1.2	8	2	1	-1	-1	-1
CC1CCCC/C1=N\NC(=S)Nc1cccnc1 (stereo unspecified)	-1	14	-0.5	4	-8	0	8	-6	0
Cc1ccc(-c2nc3nc4ccccc4nc3n2Cc2ccco2)cc1	10	-5	-1.2	4	-17	0	-5	-5	-5
CC12CCC(C/C1=N/O)C2(C)CBr (stereo unspecified)	-1	14	0.0	16	-21	0	-1	-1	16
Cc1cc(C(=O)CSc2nnc(-c3ccc(Cl)cc3)n2C)c(C)n1CC1CCCO1 (stereo unspecified)	13	-2	-5.9	6	-3	1	-2	-2	-5
CC(C)Cn1c(Br)nc2c1c(=O)n(CCC#N)c(=O)n2C	4	-10	0.6	5	6	1	-2	-1	3
O=C1NC[C@H](Cc2ccc(O)cc2)N(C[C@@H]2CCCN2C[C@H](Cc2ccccc2)N2C[C@H](Cc3ccc(O)cc3)N(CC3CCCCCC3)C(=O)C2=O)C1=O	-11	.	.	-9	.	1	3	1	9
CCOC(=O)C1CCCN(c2oc(-c3ccc(OC)cc3)nc2C#N)C1 (stereo unspecified)	-3	2	-2.0	7	-9	6	-3	-6	-2
CCCCOc1cccc(NC(=O)CSc2nccn2C)c1	-4	5	0.0	2	0	0	-7	-10	1
Cc1ccc(CCC(=O)Nc2cc(Cl)ccc2Cl)o1	-10	5	-0.9	7	-21	-2	-3	-10	-5
O=C(OCc1ccccc1)N1CCC2CC1c1c(Cl)cccc12 (stereo unspecified)	-24	-3	5.2	-2	-8	0	1	-1	2
Cc1nc2ccc(NC(=O)c3cccs3)cc2c(=O)n1Cc1ccc(Cl)cc1	5	-8	-0.8	2	-3	15	-11	3	-14
Nc1ccc2c(c1)C(=O)c1cc(N)c(Cl)cc1-2	-4	9	-0.9	12	-17	2	6	-4	-1

Rewritten with two lines to a compound: part of the list above.
Each structure is followed by: CHRM4 antagonist | CHRM1 PAM | CRFBP-R2 agonist | M5 antag | CHRM1 antagonist | CHRM4 agonist | M5 PAM | M5 ag | M4 PAM
Cc1nc2ccccc2n1CC(=O)N/N=C/c1cccs1
    -2 | 5 | -3.0 | 0 | -2 | 3 | 0 | 1 | -1
CCCn1c(N)c(C(=O)CSc2nnc3n2CCCCC3)c(=O)n(C)c1=O
    -2 | 1 | 0.1 | 9 | 6 | 1 | 8 | 1 | -1
CC1(C)Oc2ccc3ccc(=O)oc3c2/C(=C/Nc2ccccc2)C1=O
    12 | 3 | -1.2 | 8 | 2 | 1 | -1 | -1 | -1
CC1CCCC/C1=N\NC(=S)Nc1cccnc1 (stereo unspecified)
    -1 | 14 | -0.5 | 4 | -8 | 0 | 8 | -6 | 0
Cc1ccc(-c2nc3nc4ccccc4nc3n2Cc2ccco2)cc1
    10 | -5 | -1.2 | 4 | -17 | 0 | -5 | -5 | -5
CC12CCC(C/C1=N/O)C2(C)CBr (stereo unspecified)
    -1 | 14 | 0.0 | 16 | -21 | 0 | -1 | -1 | 16
Cc1cc(C(=O)CSc2nnc(-c3ccc(Cl)cc3)n2C)c(C)n1CC1CCCO1 (stereo unspecified)
    13 | -2 | -5.9 | 6 | -3 | 1 | -2 | -2 | -5
CC(C)Cn1c(Br)nc2c1c(=O)n(CCC#N)c(=O)n2C
    4 | -10 | 0.6 | 5 | 6 | 1 | -2 | -1 | 3
O=C1NC[C@H](Cc2ccc(O)cc2)N(C[C@@H]2CCCN2C[C@H](Cc2ccccc2)N2C[C@H](Cc3ccc(O)cc3)N(CC3CCCCCC3)C(=O)C2=O)C1=O
    -11 | . | . | -9 | . | 1 | 3 | 1 | 9
CCOC(=O)C1CCCN(c2oc(-c3ccc(OC)cc3)nc2C#N)C1 (stereo unspecified)
    -3 | 2 | -2.0 | 7 | -9 | 6 | -3 | -6 | -2
CCCCOc1cccc(NC(=O)CSc2nccn2C)c1
    -4 | 5 | 0.0 | 2 | 0 | 0 | -7 | -10 | 1
Cc1ccc(CCC(=O)Nc2cc(Cl)ccc2Cl)o1
    -10 | 5 | -0.9 | 7 | -21 | -2 | -3 | -10 | -5
O=C(OCc1ccccc1)N1CCC2CC1c1c(Cl)cccc12 (stereo unspecified)
    -24 | -3 | 5.2 | -2 | -8 | 0 | 1 | -1 | 2

Continued:
structure	CHRM4 antagonist	CHRM1 PAM	CRFBP-R2 agonist	M5 antag	CHRM1 antagonist	CHRM4 agonist	M5 PAM	M5 ag	M4 PAM
Cc1cccc(C)c1NC(=O)CN1C(=O)S/C(=C\c2cccn2-c2cccc(C(=O)O)c2)C1=O	-2	-2	-4.5	13	9	0	-2	3	2
O=C(N/N=C/c1ccoc1)c1ccc([N+](=O)[O-])cc1	-11	13	-0.6	-18	-16	1	8	0	4
COCCn1c(SCC(=O)N2CCOCC2)nnc1-c1ccncc1	4	15	0.3	5	-14	3	10	-1	4
O=C(N/N=C/c1cccc2cccnc12)c1ccccc1O	35*	1	-2.0	25	5	7	-9	5	-26
Cc1ccc(C)c(NC(=O)c2nc(Cl)ccc2Cl)c1	-2	5	0.2	7	-4	-1	0	-7	-3
COC(=O)/C=C1/N/C(=N\c2nc(C)cc(C)n2)N(c2ccccc2)C1=O	-7	7	-1.4	4	-8	1	3	1	10
Cn1c2c(c(=O)n(C)c1=O)C(c1cccc(F)c1)C(C#N)=C(N)O2 (stereo unspecified)	-27	4	-1.1	-6	-6	2	2	-2	2
COc1cc(NC(=S)NCCc2ccccc2)c(OC)cc1NC(=O)C(C)C	1	10	-1.4	6	-9	0	3	0	-9
CCOC(=O)c1c(Cc2cccc(Cl)c2)c[nH]c1C	4	7	-0.2	14	-6	-2	-2	-3	11
CCCCNC(=O)CC(=O)Nc1ccccc1C(=O)O	5	7	-0.6	-1	-1	0	0	-2	3
O=C(NCCN1CCC(n2c(=O)[nH]c3ccccc32)CC1)c1ccc(C(F)(F)F)cc1C(F)(F)F	11	.	.	19	.	15	-19	4	-7
CCOC(=O)Cn1c(=O)n(Cc2ccco2)c(=O)c2ccc(C(=O)NC3CCCC3)cc21	-15	4	-3.1	-5	-15	0	-1	0	3
CN(CC(=O)Nc1ccccc1C(F)(F)F)C(=O)COc1cccnc1[N+](=O)[O-]	2	6	-0.6	-1	-4	1	0	-1	1
CCOc1ccc(-c2csc(C3COc4ccccc4O3)n2)cc1 (stereo unspecified)	-5	6	2.2	3	-12	0	-3	0	0
COc1ccc2ccccc2c1/C=N/NC(=O)c1nnn(-c2nonc2N)c1C(C)C	-31	2	5.1	11	2	6	-8	-3	5

(further entries)
structure	CHRM4 antagonist	CHRM1 PAM	CRFBP-R2 agonist	M5 antag	CHRM1 antagonist	CHRM4 agonist	M5 PAM	M5 ag	M4 PAM
CC#CCC(CC#CC)c1nc2ccccc2c(=O)n1N	-14	2	-2.4	-5	1	-2	-1	-5	4
CCc1nnc(NC(=O)c2cc(S(=O)(=O)N3CCOCC3)ccc2N2CCCCC2)s1	-12	0	-1.7	-3	-2	-1	4	-4	3
CCOC(=O)CN[C@H]1CCC2C3CC=C4C[C@@H](O)CC[C@]4(C)C3CC[C@@]21C (stereo partly specified)	-4	-17	-3.3	-3	15	2	-1	1	1
COc1ccc(-c2n[nH]c(=S)o2)c(OC)c1	-5	0	0.9	-1	-2	1	3	-3	6
Cc1c(C(=O)Nc2nccs2)oc2ccc(F)cc12	4	10	0.6	1	-7	2	0	1	2
CCOc1ccc(CCN2C(=O)C(=O)N([C@@H](CC(C)C)CN3CCC[C@H]3CN3C(=O)C(=O)NC[C@@H]3Cc3ccc(O)cc3)C[C@@H]2Cc2ccccc2)cc1	-4	.	.	-1	.	1	3	-4	8
Nc1nc2nccc(-c3ccco3)n2n1	-4	11	-1.1	9	-13	1	-3	-2	6
Cc1ccc(-c2nn[nH]n2)o1	14	3	0.4	-2	4	0	-1	-2	3
CCCCC[C@H](C)N1C[C@@H](COCc2ccccc2)Oc2cc(N3CC[C@@H](O)C3)ccc2S1(=O)=O	4	.	.	8	.	1	-4	0	12
COc1ccccc1/C=N/NC(=O)c1ccc2c(c1)OCO2	-7	5	0.9	8	-8	3	1	-2	6
Cc1ccc(C)c(NC(=O)CN(C)C(=O)c2cccc(N3C(=O)CCC3=O)c2)c1	14	5	0.3	1	-6	0	-1	-2	-6
Cc1ccccc1C(=O)Nc1nnc(-c2ccc(C(C)(C)C)cc2)s1	0	8	1.0	-1	-3	1	-2	-2	-3
COc1cccc(S(=O)(=O)NCc2ccc(C(=O)N3CCN(Cc4ccccc4)CC3)cc2)c1	3	-6	0.6	0	22	6	-7	-1	-4
Cc1ccc(S(=O)(=O)CCN2C=CC(C(F)(F)F)=NCC2)cc1	1	14	-0.2	2	-14	1	-1	-1	1
O=C(Cn1nc2ccccc2n1)N/N=C/c1ccc(F)cc1	-5	2	-0.8	6	-3	1	3	-5	-5
CC(NS(=O)(=O)c1ccc2[nH]c(=O)[nH]c2c1)c1ccc(F)cc1 (stereo unspecified)	-10	4	-0.5	-1	-8	1	3	-3	3
COc1ccc2cc(CN(Cc3ccco3)Cc3nnnn3C3CCCCC3)c(=O)[nH]c2c1	-3	-2	1.1	13	7	12	-10	6	-6
